PLC-gamma1 inh – inhibitors of human phospholipase C gamma1 | 370,000 tested, 0.84% active | inhibition, % at 12.2 µM | purified PLC-gamma1, fluorogenic substrate, fluorescence | AID 720700 | P19174; in the data active = inhibition above about 9.5%
DAX1 inh-1 – DAX1 (NR0B1) inhibition, primary screen | AID 652010 | inhibition, % at 6.8 µM | HEK293T StAR-luciferase reporter, SF-1/DAX-1 repression relief | 370,000 tested, 1.1% active;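 active = inhibition above the mean over all tested compounds plus 3 SD, cut at about 3.6% in these data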;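 note: 0% = DAX-1 cells with DMSO and 100% = cells lacking DAX-1 with DMSO; higher inhibition means more luminescence from relief of DAX-1 repression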
sPLA2-III inh – Inhibits HGIII-sPLA2 liposome hydrolysis, primary screen; Q9NZ20; QFRET BODIPY PC-A2 liposome hydrolysis, fluorescence; inhibition, % at 12.2 µM; 370,000 tested, 0.56% active; AID 743126;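 active = inhibition above mean plus 3 SD of compounds lying within the high and low control bounds, cut at about 19% in these data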;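 note: 0% = median of test compound wells and 100% = no enzyme DMSO wells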
Target sequence (Q9NZ20 whole entry, looked up): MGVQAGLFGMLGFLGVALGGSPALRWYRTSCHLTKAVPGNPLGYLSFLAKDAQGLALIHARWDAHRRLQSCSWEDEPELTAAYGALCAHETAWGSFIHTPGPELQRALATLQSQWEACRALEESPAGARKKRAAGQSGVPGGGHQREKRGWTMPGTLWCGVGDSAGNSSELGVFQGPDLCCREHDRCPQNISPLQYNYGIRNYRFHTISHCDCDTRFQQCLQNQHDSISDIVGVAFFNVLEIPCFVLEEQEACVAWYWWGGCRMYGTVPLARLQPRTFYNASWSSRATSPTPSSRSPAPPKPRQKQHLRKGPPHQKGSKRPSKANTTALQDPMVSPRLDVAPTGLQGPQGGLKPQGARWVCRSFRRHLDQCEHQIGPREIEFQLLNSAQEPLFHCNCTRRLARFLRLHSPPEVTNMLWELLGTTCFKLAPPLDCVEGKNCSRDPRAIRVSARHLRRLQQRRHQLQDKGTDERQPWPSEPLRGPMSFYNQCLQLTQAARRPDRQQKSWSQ
PLCb3 inh – PLC-beta3 (human) inhibition, primary screen; inhibition, % at 12.2 µM; 370,000 tested, 0.18% active; Purified PLC-beta3, fluorogenic substrate, fluorescence; Q01970; in the data active = inhibition above about 11%;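 note: 0% = median of compound wells on plate and 100% = full blocker control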
GAA850 FXN act – increases GAA850 frataxin promoter reporter activity; HEK293 lucGAA850 FXN promoter luciferase reporter, 24 h; percent of 10 µM SAHA response; activation, % at 6 µM; 360,000 tested, 0.56% active; AID 540364;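 active = activation above the average of all compounds screened plus 3 SD, cutoff fixed separately per campaign, cut at about 7.5% in these data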;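 note: 0% = DMSO wells and 100% = 10 µM SAHA wells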
hcDAF-12 act – activators of H. contortus DAF-12 nuclear receptor. HEK293 hcDAF-12 lit1-tk-luc reporter, luminescence; 0% DMSO, 100% Δ7-dafachronic acid. activation, % at 6.8 µM. 370,000 tested, 1.4% active;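 active = activation above the mean of all tested compounds plus 3 SD, cut at about 5.5% in these data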;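 note: 100% = response to 3 µM Δ7-dafachronic acid high control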
DAX1 inh-2 – NR0B1 (DAX1) inhibition | P51843 | HEK293 Gal4-DAX1 luciferase reporter, luminescence | inhibition, % at 6.75 µM | 340,000 tested, 0.99% active | AID 504766;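 active = inhibition above the mean over all tested compounds plus 3 SD, cut at about 4.2% in these data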;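 note: 0% = DAX1-transfected cells with DMSO and 100% = empty-vector control cells with DMSO; inhibition shows as a rise in luminescence from relieved DAX1 repression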
Target sequence (P51843 207-470 limits assumed): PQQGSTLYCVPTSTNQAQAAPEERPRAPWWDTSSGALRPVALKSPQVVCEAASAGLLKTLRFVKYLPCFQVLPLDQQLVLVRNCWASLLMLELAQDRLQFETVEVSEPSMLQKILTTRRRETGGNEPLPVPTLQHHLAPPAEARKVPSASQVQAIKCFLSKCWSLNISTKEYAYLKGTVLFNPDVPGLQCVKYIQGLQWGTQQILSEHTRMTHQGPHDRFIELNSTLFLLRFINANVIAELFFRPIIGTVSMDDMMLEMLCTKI
ssDAF12 agonist – S. stercoralis DAF-12 activation, primary screen; 370,000 tested, 1% active; HEK293 ssDAF-12/GRIP1 lit1-tk-luc reporter, luminescence; % of 3 µM dafachronic acid response; activation, % at 6.8 µM;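 active = activation above the mean over all tested compounds plus 3 SD, cut at about 0.9% in these data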;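 note: 0% = DMSO-only wells and 100% = 3 µM delta7-dafachronic acid wells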
hgDAF12 agonist – agonists of H. glycines DAF-12 nuclear receptor. activation, % at 6.8 µM. HEK293 GAL4-hgDAF12 UAS-luciferase reporter, agonist luminescence; normalized to butyrate control. 370,000 tested, 1.8% active;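 active = activation above a cutoff set at the mean of all screened compounds plus 3 SD, cut at about 10% in these data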;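 note: 0% = DMSO wells and 100% = sodium butyrate wells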
ADAM17 inh – inhibits human ADAM17. recombinant ADAM17, EDANS/DABCYL FRET peptide cleavage. inhibition, % at 6.95 µM. 370,000 tested, 0.83% active. AID 720648;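 active = inhibition above the mean of compounds lying between control limits plus 3 SD, set per campaign, cut at about 8.5% in these data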;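 note: 0% = DMSO-only wells as the low control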
ADAM10 inh – inhibitors of human ADAM10. recombinant ADAM10, EDANS/DABCYL FRET peptide cleavage, 3 h. inhibition, % at 7 µM. 370,000 tested, 0.62% active. AID 720582;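 active = inhibition above a per-campaign cutoff equal to the mean of compounds falling between control-based bounds plus 3 SD, cut at about 20% in these data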;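 note: 0% = DMSO wells while the 100% control is not disclosed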
* marks the source's active call; other numbers are inactive results; i = inactive; / = not tested or not shown.

SMILES	PLC-gamma1 inh	DAX1 inh-1	sPLA2-III inh	PLCb3 inh	GAA850 FXN act	hcDAF-12 act	DAX1 inh-2	ssDAF12 agonist	hgDAF12 agonist	ADAM17 inh	ADAM10 inh
CC(Sc1nnc(-c2ccncc2)n1C)C(=O)NCC(=O)Nc1ccc(F)c(F)c1F (centres undefined)	5	-0.2	4	4	-1.3	-1.1	0.5	-0.7	-0.2	1	7
O=C1CC(c2cccs2)c2cc3c(cc2N1)OCCO3 (centres undefined)	-1	-0.2	9	-2	-2.8	-2.3	0.3	-2.0	-2.1	-5	-5
Cc1c(=O)n(OCc2cccc(F)c2)c2ccccc2[n+]1[O-]	-30	-0.5	-4	-43	-2.3	2.6	-0.5	-0.5	2.3	-17	-76
CCN(CC)C(=O)c1cccc2nc3ccccc3nc12	0	0.0	7	-3	0.4	-0.2	1.3	-1.7	-0.4	-4	0
CC(=O)N1CCN(CC(=O)Nc2ccc(C)c(S(=O)(=O)N(C)C)c2)CC1	2	-0.7	-3	6	-0.9	1.4	0.8	-1.4	-0.8	-6	0
COc1ccc(CC(=O)Nc2cc(S(=O)(=O)N3CCCCC3)ccc2C)cc1OC	-4	-3.4	-2	-2	-0.9	-3.7	-6.9	-2.1	-7.9	0	-1
COc1ccc(Oc2cc(C)c3cccc(C)c3n2)cc1	3	-0.3	-1	1	3.5	-2.8	1.3	-1.1	-1.7	0	8
CC(C)CCn1c(SCC(=O)c2ccccc2)nc2c1c(=O)[nH]c(=O)n2C	2	-0.1	-23	2	0.4	-1.7	-0.6	-1.2	1.2	-2	7
CCc1nnc(NC(=O)c2oc3ccc(Br)cc3c2C)s1	-4	0.5	4	-9	1.9	1.6	1.5	-0.4	1.7	-8	-13
COc1cc(OC)nc(NC(=O)NS(=O)(=O)c2ccccc2Cl)n1	4	0.2	7	-2	0.0	-1.8	0.8	-1.1	-0.8	2	5
CCOc1ccc(C(=O)Nc2ccc3c(c2)OCCO3)cc1[N+](=O)[O-]	10*	-0.5	9	4	-0.5	-1.4	/	-0.8	1.6	3	9
Cc1ccc(NC(=O)NC2(C(=O)NCc3ccccc3)CCCCC2)cc1	-1	-1.2	3	-1	-2.0	-0.8	-1.4	-1.1	-1.9	-5	4
Cc1ccc(S(=O)(=O)N(C)C)cc1NC(=O)COC(=O)C1CC1	2	0.1	14	-7	3.5	-1.2	2.1	-1.1	-0.9	0	-18
Cc1ccc(C(CNC(=O)Nc2ccc(Cl)cc2)N2CCN(C)CC2)cc1 (centres undefined)	7	-1.0	-16	6	1.3	0.5	0.2	-1.4	2.2	-3	-19
NNC(=S)NCc1ccc2c(c1)OCO2	-27	0.1	20*	-38	1.1	3.7	0.0	-0.5	-0.6	-6	-16
CCOC(=O)CNC(=O)CNC(=O)c1nn(-c2ccc(OC)c(OC)c2)c(=O)c2ccccc12	0	-0.2	15	-15	0.8	-1.0	2.1	-0.9	0.3	-10	1
CCNc1nc(Oc2ccc(C(=O)OC)cc2)nc(N2CCOCC2)n1	0	0.1	0	-6	1.7	0.1	2.5	-1.2	-3.3	-3	-2
CCCCn1c(=O)[nH]c(=O)c2c1nc(CN1C(=O)c3ccccc3S1(=O)=O)n2CCC	2	-0.1	5	-1	-0.3	-2.2	-1.2	-1.5	0.4	-3	-10
CC(=O)c1ccc(OCc2cc(C(=O)N3CCN4CCCC4C3)no2)cc1 (centres undefined)	-1	-1.0	-1	-4	0.1	-0.5	-0.4	-1.0	-3.6	-2	-7
COCC(C)n1c(C)cc(C(=O)CSc2nc(C)c(C)c(C)n2)c1C (centres undefined)	-1	0.1	-7	-11	2.5	-1.7	2.2	-2.0	1.0	-1	0
O=C(Nc1ccc2c(c1)CCC2)c1cnc(Cl)c(Cl)c1	0	2.1	0	-1	6.6	3.7	2.1	1.1*	15*	-3	-1
CNC(=O)c1nnsc1S(=O)c1ccc(Cl)cc1 (centres undefined)	4	-1.0	5	0	-15	1.8	-0.8	-1.7	3.4	0	0
Cn1c(SCC(=O)N2CCCC2)nc2ccccc21	0	0.3	-5	-8	0.7	0.5	1.4	-1.5	-1.2	-5	-7
COc1ccc(C(OC(=O)c2ccco2)C(=O)NC2CCCCC2)cc1 (centres undefined)	3	0.3	0	1	-0.5	-1.0	1.4	-0.7	1.2	-2	-3
COc1ccc(Cn2ccnc2SCC(=O)Nc2cccc(NC(C)=O)c2)cc1	4	-2.2	-2	0	2.4	-1.6	-0.4	-1.5	-1.9	-2	13
CCCCN(Cc1ccccc1)S(=O)(=O)c1ccc2[nH]c(=O)oc2c1	-3	0.3	-29	-3	1.3	-1.6	-1.1	-1.0	-1.5	6	8
CC(=O)c1cc2c(cc1N/C(=N/S(=O)(=O)c1ccc(Br)cc1)c1ccccc1)OCO2	-1	-0.3	4	-2	-0.8	3.6	0.5	-0.4	-1.7	1	-1
CC(C)(C)NC(=O)CSc1nc2ccccc2n1-c1ccccc1	3	-0.4	6	0	1.1	-1.8	-0.5	-1.3	-1.8	0	-4
COCCN=C(NS(=O)(=O)c1cccs1)c1ccccc1Cl	-1	-0.2	17	-6	-0.5	1.2	1.3	-1.0	0.5	-3	-20
Nc1ccc(S(=O)(=O)NNC(=O)C(=O)NNc2ccccc2)cc1	2	0.6	0	3	3.8	-1.4	-1.9	-1.4	-0.6	2	11
N#Cc1ccc(NCCCN2CCC(C(O)(c3ccccc3)c3ccccc3)CC2)cc1	2	1.0	-27	4	/	-3.1	/	-0.9	2.0	0	2
O=C(COC(=O)CSc1nnc(-c2ccc(Cl)cc2)o1)Nc1cc(Cl)cc(Cl)c1	-1	0.2	0	1	0.7	-0.3	-2.0	-1.5	-1.8	1	2
Cc1ccc(SCC2=NN(c3nc(C)cc(C)n3)C(=O)C2)cc1	0	0.6	-3	-8	1.4	0.2	0.9	-0.5	-1.5	0	14
O=C(c1cc(Cl)nc2ccccc12)N1CCN(Cc2ccc3c(c2)OCO3)CC1	-8	0.8	-6	-11	0.1	3.9	0.7	-0.6	-1.0	-3	-8
Cc1cccc(-c2cc(C(=O)NCc3ccccn3)c3ccccc3n2)c1	-11	-1.3	-9	-11	1.5	1.4	0.5	-1.4	1.1	-26	-102
COc1cccc(/C=N/Nc2nc3ccccc3[nH]2)c1OC	-29	0.7	6	-31	3.8	0.7	4.0	-0.6	6.5	2	-9
O=[N+]([O-])c1cc(-c2ccc(/C=N/c3nc4ccccn4c3-c3ccco3)o2)ccc1Cl	-140	-0.5	3	-160	3.3	-0.1	1.0	-1.2	-1.4	-15	-69
O=C(CCN(NC(=O)c1ccccc1)C1=NS(=O)(=O)c2ccccc21)NC1CCCCC1	0	0.2	-1	2	0.9	1.2	-0.5	-1.6	-2.8	-1	-6
COc1ccc(C(NC(C)=O)c2nccc3cc(OC)c(OC)cc23)cc1OC (centres undefined)	-2	0.9	20*	-11	1.1	-0.7	1.2	-1.3	-1.6	-5	-18
O=C(O)CN1C(=O)CNC1=O	1	0.0	1	2	-0.6	-1.1	0.6	-0.4	3.9	-1	-4
COC(=O)[C@@]1(Cc2ccc(OC)cc2)[C@H]2c3cc(C(=O)N(C)C)n(C[C@H](O)CO)c3C[C@H]2CN1C(=O)c1ccccc1	6	0.3	-2	5	/	-2.2	/	-1.4	-1.0	4	2
CC(=O)Nc1ccc(CNc2nc(NCCN(C)C)nc3cc(-c4ccccc4)sc23)cc1	-13	0.3	-9	-15	0.4	-0.6	/	-0.6	0.7	-26	-98
CCC(C(=O)NCc1ccco1)n1nc(C)c2c(C)n(-c3ccccc3)nc2c1=O (centres undefined)	-2	-0.1	-5	-8	1.3	0.6	-0.4	-0.9	0.1	-6	2
O=C1C(=O)N(CCS(=O)(=O)c2ccccc2)c2ccccc21	6	1.6	11	7	-1.0	1.8	-0.2	-0.9	2.6	2	-5
CC1CC(C)CN(S(=O)(=O)c2ccc(C(=O)N3CCCC3)cc2)C1 (centres undefined)	1	0.0	0	-3	1.4	0.7	0.8	-1.0	-1.4	-5	-8
CCOC(=O)C1C(=O)CC(C)(O)C(C(=O)OCC)C1c1ccc(Br)cc1 (centres undefined)	-2	0.9	0	4	-0.7	2.0	1.1	-0.3	-2.1	-5	-5
COc1ccc(CN2CCN(c3ncccn3)CC2)c(OC)c1	0	-0.6	4	2	0.4	-0.8	-1.3	-1.3	-0.2	-5	2
CCCCNC(=O)C[C@@H]1C(=O)N(CCc2ccc(Cl)cc2)C2=CCCC[C@]21C(=O)OCC	2	-2.0	-11	1	/	-2.8	/	-2.0	-1.8	-2	2
O=c1[nH]cccc1-c1nc2cc(Cl)ccc2n1Cc1ccccc1	-148	-0.4	0	-212	1.3	-1.2	0.6	-1.2	0.9	-215	i
Cc1ccc(OCc2cc(C(=O)NCc3cc(F)ccc3C)no2)cn1	-5	-0.4	0	-15	-0.2	-0.4	0.6	-1.0	2.6	-9	-3
NC(=O)C1CCN(c2ncc(Br)s2)CC1	-9	/	-3	-11	/	0.8	/	-1.3	0.9	-7	-15
COc1ccccc1NC(=S)NC(=O)c1c(-c2ccccc2Cl)noc1C	1	-0.6	0	-3	3.2	-1.4	0.1	-1.3	-3.7	4	20
Cc1ccc(-c2cn3c(=S)[nH]nc3s2)cc1	1	0.0	7	3	0.5	0.2	0.3	-0.3	-3.2	1	7
COc1cc(C(=O)OC2CCOC2=O)cc(Cl)c1OC (centres undefined)	-1	0.1	0	-5	0.0	-1.4	-0.2	-0.5	0.3	-2	-2
Cc1c(N(C)S(=O)(=O)c2ccc(Cl)c(C(=O)NCC3CCCO3)c2)c(=O)n(-c2ccccc2)n1C (centres undefined)	-3	0.2	4	-4	-0.4	0.0	0.4	-1.0	-0.6	0	-1
CCc1ccc([C@@H]2CC=C(C(=O)O)[C@H](c3cccc(Cl)c3)N2S(=O)(=O)c2ccc(C)cc2)cc1	6	-0.5	-36	-1	0.1	-0.2	0.4	-0.8	-0.4	1	-2
CCOc1ccc(C(C(=O)NC2CCCC2)N(C(=O)CNC(=O)c2ccco2)c2cccnc2)cc1 (centres undefined)	1	-0.1	4	-5	-0.7	-0.8	-0.7	-1.5	-1.1	-3	1
c1ccc(OCc2nnc3sc(C4COc5ccccc5O4)nn23)cc1 (centres undefined)	-5	0.4	-2	-3	0.5	-1.1	2.0	-1.1	4.2	2	2
O=C(CSc1nnnn1-c1ccccc1F)Nc1nc2ccccc2s1	-3	0.7	3	0	3.7	-0.3	0.5	-1.1	4.4	-4	-4

Assay outcomes (PubChem BioAssay)
